# PKM2 act – activators of human pyruvate kinase M2 | purified PKM2, Kinase-Glo ATP luminescence, activation; response scale: 0% is enzyme alone, no compound | P14618 | 260,000 tested, 0.34% active | AID 1631 | Potency, µM (titrated, usually from 57.5 µM), for the others: at the highest dose activation, actives largely listed as activators; note: potency is the fitted concentration of half-maximal effect; nearly all actives have a fitted effect of over 55% in size
#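 Purified hPK-M2 (>95%) run at intermediate activity with 0.1 mM ADP and 0.5 mM PEP in 50 mM imidazole pH 7.2, KCl, MgCl2; 1 h room temperature. ATP formed read by Kinase-Glo luminescence; normalized to uninhibited and no-enzyme controls.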
# BCR signal inh – blocks chronic active B-cell receptor signaling; 340,000 tested, 0.05% active; AID 493014; ABC-DLBCL IkBa-CBG/CBR reporter, luminescence ratio, 4 h; Potency, µM (highest dose often 46.1 µM), for the others: at the top dose ratio change, negative = lower green/red ratio, most hits filed as inhibitors; active = well fitted inhibition curve with a large enough effect in the signal ratio, with a control signal flat, not every such curve was filed as active; inconclusive = small, poorly fitted or top-dose-only effect, or effect the other way, or a change in a side signal; the % refers to the signal ratio;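 note: potency is the fitted concentration of half-maximal effect; plate controls were basal doxycycline-induced cells for no effect and cells given 10 µM MG132 for full effect; MG132 reads +100%, hits lower the ratio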
#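 Concentration-response series (up to 46 uM) were applied to TMD8 dual-reporter cells for 4 h at 37C with doxycycline. Green/red ratio, after filter-overlap correction, defined %Activity; red signal alone was normalised to basal cells and zero luminescence.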
# FBPA coupling cs – inhibits coupling enzyme system, counter-screen for aldolase hits; 290,000 tested, 0.67% active; activity change, negative = inhibition, % at 58.2 µM, hits read low; coupling enzyme system counterscreen, AmpLite Red fluorescence; in the data active = activity change below about -30%
#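 Compounds tested against the coupling enzymes alone at 57.5 uM final; readout was AmpLite Red fluorescence (525/598 nm) after 20 min at RT.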
# GALK inhibitor – inhibitors of human galactokinase; P51570; Purified GALK, Kinase-Glo residual ATP luminescence; Potency, µM (doses to about 57.5 µM), for inactives: top-dose activity change, negative = inhibition, actives largely listed as inhibitors; 270,000 tested, 0.007% active; note: potency is the fitted concentration of half-maximal effect
# Target sequence (P51570 whole entry, looked up): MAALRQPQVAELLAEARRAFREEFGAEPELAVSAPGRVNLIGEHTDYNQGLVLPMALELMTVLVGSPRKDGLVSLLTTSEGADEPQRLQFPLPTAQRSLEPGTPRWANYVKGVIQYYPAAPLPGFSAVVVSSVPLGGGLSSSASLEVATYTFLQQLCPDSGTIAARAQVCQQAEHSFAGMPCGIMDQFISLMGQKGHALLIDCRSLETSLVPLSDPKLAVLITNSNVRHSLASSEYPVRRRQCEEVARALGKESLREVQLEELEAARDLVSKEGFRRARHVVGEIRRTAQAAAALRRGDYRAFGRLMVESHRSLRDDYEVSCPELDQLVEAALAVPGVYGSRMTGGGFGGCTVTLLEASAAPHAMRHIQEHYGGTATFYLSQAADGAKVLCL
#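 Human GALK (5 nM) with 35 uM ATP and 100 uM galactose in 20 mM HEPES pH 8.0, 5 mM MgCl2, 60 mM NaCl, 1 mM DTT, 0.01% BSA. After 1 h at room temperature, leftover ATP was read by Kinase-Glo Plus luminescence.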
# uPA generation – cell surface uPA generation inhibition | cell surface uPA generation assay, qHTS | 330,000 tested, 0.31% active | Potency, µM (top dose mostly 38.3 µM), for the others: at the highest dose activity change, negative = inhibition, hits mostly inhibitors; active = well fitted inhibition curve with a large enough effect; inconclusive = small, poorly fitted or top-dose-only effect; inactive = no such curve, though single readings can be large or run the other way; tested in mouse RAW 264.7 cells; note: potency is the fitted concentration of half-maximal effect; nearly all actives have a fitted effect of over 55% in size
# Giardia killer – kills Giardia lamblia | AID 540267 | activity change, % at 7.66 µM, hits read low | 340,000 tested, 0.15% active | Giardia lamblia trophozoite viability; in the data active = activity change below about -80%; inconclusive = between about -30% and that limit;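 note: parasites exposed to compound for two days anaerobically before the ATP read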
#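 Viability, read as ATP luminescence: trophozoites at 100 cells/well, compound added, 48 hrs anaerobic at 37 deg C, then 15-30 min room-temperature development before reading.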
# B2AR arrestin – recruits beta-arrestin to the human beta2-adrenergic receptor. P07550. 330,000 tested, 0.02% active. Potency, µM (titrated, usually from 46.1 µM), without a hit: top-dose activation, hits mostly activators. beta-arrestin recruitment to beta2AR, cell-based reporter;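 note: potency is the fitted concentration of half-maximal effect; 0% = DMSO controls and full agonism = EC100 isoproterenol or metaproterenol; nearly all actives have a fitted effect of over 65% in size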
# hERG WT inh – inhibitors of human wildtype KCNH2 potassium channel. U2OS, BacMam KCNH2, thallium flux FluxOr; active compounds read low. activity change, % at 1.84 µM. 340,000 tested, 0.37% active. AID 720551;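 active = maximum activity change below -70%; inconclusive = maximum activity change between -70% and -50%; inactive = maximum activity change above -50%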
#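 U2OS cells were transduced with wild-type KCNH2 virus (2.03 x 10^8 / mL) for 4 h at room temperature, then cultured overnight at 37 C. Thallium flux was read with FluxOr dye. Rate constants were normalized to DMSO controls.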
# Eya2 phos inh – inhibitors of human Eya2 phosphatase activity | O00167 | recombinant Eya2, OMFP fluorescence dephosphorylation (OMFP is methylfluorescein phosphate) | 330,000 tested, 0.006% active | Potency, µM (top dose mostly 76.9 µM), without a hit: at the top dose activity, negative = inhibition, actives largely listed as inhibitors | AID 488837; note: potency is the fitted concentration of half-maximal effect
#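 Eya2 protein (added as 0.2 uM solution) was preincubated with compound for 10 min at ambient temperature in 50 mM HEPES pH 7.5, 50 mM NaCl, 5 uM MgCl2, 0.05% BSA, 1 mM DTT. OMFP (added at 50 uM) then reacted 10 min; fluorescence read at 485/525 nm.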
# KCNH2 3.1 block – blocks the human KCNH2 3.1 channel isoform; U2OS KCNH2 3.1, thallium flux FluxOr; active compounds read low; activity change, % (tested at about 1.8 µM); 340,000 tested, 0.95% active;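 active = maximum activity change below -70%; inconclusive = maximum activity change from -70% to -50%; inactive = maximum activity change above -50%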;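 note: thallium influx rate constant from kinetic fluorescence after stimulation buffer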
#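 Thallium flux via FluxOr fluorescence (Red40 quencher, 45 min loading) in U2OS cells virally expressing the KCNH2 3.1 isoform (1.77 x 10^8 /mL virus, overnight at 37 C). Rate constants from 2-min kinetic reads post-stimulation, normalised to positive and negative controls.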
# USP2a block – blocks human ubiquitin-specific protease USP2a. 330,000 tested, 0.01% active. Potency, µM (highest dose often 38.3 µM), inactives show at the top dose activity change, negative = inhibition, hits mostly inhibitors. USP2 core, Ub-CHOP2 coupled fluorogenic reporter, 485/531. O75604;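 note: potency is the fitted concentration of half-maximal effect; plate controls were DMSO wells for no effect and full inhibition by NEM control for full effect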
# Target sequence (O75604 whole entry, looked up): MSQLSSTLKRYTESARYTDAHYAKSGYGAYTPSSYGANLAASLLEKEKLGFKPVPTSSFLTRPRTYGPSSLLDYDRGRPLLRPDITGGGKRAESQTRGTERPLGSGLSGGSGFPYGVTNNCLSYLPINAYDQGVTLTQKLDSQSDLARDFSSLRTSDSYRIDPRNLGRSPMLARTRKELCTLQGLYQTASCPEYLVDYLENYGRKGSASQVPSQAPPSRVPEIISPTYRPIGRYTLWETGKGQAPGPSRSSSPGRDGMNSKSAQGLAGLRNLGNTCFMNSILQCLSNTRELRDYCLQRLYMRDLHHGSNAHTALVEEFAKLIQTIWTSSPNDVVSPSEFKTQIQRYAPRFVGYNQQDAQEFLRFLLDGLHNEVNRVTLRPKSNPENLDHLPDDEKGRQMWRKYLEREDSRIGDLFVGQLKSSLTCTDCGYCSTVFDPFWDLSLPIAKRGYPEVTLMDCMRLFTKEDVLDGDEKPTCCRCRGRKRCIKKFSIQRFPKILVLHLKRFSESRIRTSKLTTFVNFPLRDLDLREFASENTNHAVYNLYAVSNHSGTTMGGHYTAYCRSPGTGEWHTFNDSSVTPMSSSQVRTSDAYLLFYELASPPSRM
#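 USP2 core (10nM final) preincubated 30min RT with compound in 20mM Tris-HCl pH 8.0, 2mM CaCl2, 2mM beta-mercaptoethanol, 0.05% CHAPS; 25nM Ub-CHOP2 plus 25nM reporter substrate added, fluorescence (Ex485/Em531) read after 60min.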
# The depositor's hits bear a star; u = inconclusive; x = no result given; & = joins results of further samples; [ ] = another dose, or the depositor's remark. Unless noted, calls come from the whole dose curve; as a rule, active = well fitted curve in the direction sought with a large enough effect; inconclusive = small, poorly fitted or top-dose-only effect, or another doubt; inactive = no such curve, though single readings can be large; an effect the other way counts as inactive or inconclusive. Unless noted, % is set by controls: 0 for no effect and ±100 for the full control effect.
SMILES,PKM2 act,BCR signal inh,FBPA coupling cs,GALK inhibitor,uPA generation,Giardia killer,B2AR arrestin,hERG WT inh,Eya2 phos inh,KCNH2 3.1 block,USP2a block
CCCC1(C(=O)OCC)NC(c2ccc(N(C)C)cc2)C2C(=O)N(c3ccccc3)C(=O)C21 (configuration not stated),1%,0%,0,-1%,-1%,-7,-0.2%,-6,-5%,0,1%
COc1cccc(-n2nc3c(=O)n(Cc4ccccc4Cl)nc(C)c3c2C)c1,-3%,u,-3,0%,-1%,-1,0.3%,9,12%,3,2%
COc1ccc(-n2nc3c(c2NC(=O)C2CCCC2)CS(=O)C3)cc1 (configuration not stated),0%,1%,1,2%,10%,0,-0.8%,0,16%,12,2%
O=C(CSc1nc2nc(-c3cccs3)cc(C(F)(F)F)c2c(=O)[nH]1)C(F)(F)F,x,u,3,3%,u,3,0.1%,0,10%,6,-7%
Cn1ncc2nnn(-c3ccccc3)c(=O)c21,-4%,-5%,6,-1%,-2%,1,-0.2%,-2,-8%,11,-6%
CCCCc1nc2c(=O)[nH]c3ccccc3c2o1,0%,u,0,0%,-2%,-4,-0.7%,-3,2%,1,-1%
CC(NC(=O)c1cc(-c2ccc(Br)cc2)on1)c1ccccc1 (configuration not stated),1%,u,6,0%,x,-2,-0.2%,1,16%,10,3%
Cc1ccc(-n2c(SCC(=O)O)nc3sc4c(c3c2=O)CCCC4)cc1,-6%,10%,12,2%,1%,1,-0.1%,5,2%,9,-1%
O=C(Nc1cccnc1)c1ccc2nc(-c3ccccc3)c(-c3ccccc3)nc2c1,1%,4%,-1,1%,4%,3,0.5%,8,-8%,17,2%
Cn1c(SCC(=O)Nc2ccc3c(c2)oc2ccccc23)nnc1-c1ccccc1,-5%,u,0,-2%,6%,6&-24,-0.1%,13,1%,-1,0%
CC1CCN(CCCNC(=O)CCc2nnc3n(CCc4ccccc4)c(=O)c4ccccc4n23)CC1,x,11%,3,9%,-15%,2,-0.2%,u,1%,11,0%
Cc1cc(C)nc(N2CCCC(C(=O)Nc3ccc4nc(C)c(C)nc4c3)C2)n1 (configuration not stated),0%,8%,1,4%,x,2,-1.0%,-9,3%,4,2%
CCCCCCCCCCCCN1C/C(=C\C(=O)OCC)c2ccccc2S1(=O)=O,-1%,1%,-6,x,-6%,-4,0.3%,-7,-3%,-9,-6%
Cn1c(SCc2cc(=O)n3cc(Br)ccc3n2)nnc1C1COc2ccccc2O1 (configuration not stated),1%,0%,-1,1%,1%,-14,-0.7%,20,-9%[15.4 µM],u,0%
CCN1CCCC1Cn1cnc2c([nH]c3ccc(OC)cc32)c1=O (configuration not stated),-6%,u,-1,2%,-2%,22,-0.1%,9,7%,1,0%
O=C(Nc1cccs1)N1CCN(c2ncccn2)CC1,x,u,3,0%,7%,1,-0.4%,4,19%,-8,1%
CC1CCC(N2CCN(C(=O)c3ccccc3F)CC2)CC1 (configuration not stated),7%,2%,2,-1%,6%,-3,-0.5%,-12,2%,11,4%
NC(=O)c1c(N)sc2c1CCC2,7%,-1%,-1,2%,-2%,-17,-1.0%,-21,10%,-2,1%
CCCN(CCC)Cc1c(C(=O)N/N=C/c2cccs2)nnn1-c1nonc1N,-1%,10%,-6,2%,2%,9,0.6%,11,0%,5,0%
CCCc1nc(-c2ccc(-c3ccc(F)cc3)cc2)no1,1%,u,0,2%,2%,4,0.1%,-10,1%[15.4 µM],-4,4%
CN(CC(=O)Nc1cccc(F)c1)C(=O)CCc1nc2sc3c(c2c(=O)[nH]1)CCCC3,x,1%,x,x,1%,32[activator],0.0%,6,3%,3,5%
NC(=O)c1ccccc1NC(=O)CCN1C(=O)c2ccccc2C1=O,0%,10%,2,-1%,0%,14,-0.8%,3,11%,-3,-2%
Cc1ccc(NC(=O)CN2CCc3cc4c(cc3C2C)OCCCO4)cc1C (configuration not stated),x,1%,x,6%,-10%,-5,0.1%,-12,2%,-10,1%
Cn1cc2c(=O)n(/N=C/c3ccccc3)cnc2n1,-1%,3%,0,-2%,11%,-4,-0.3%,-12,-3%,11,1%
CC(=O)Nc1cccc(NC(=O)CSc2nnc3ccc(-c4ccncc4)nn23)c1,x,-3%,x,x,-1%,9,-0.2%,-1,-2%,-7,2%
CCN(CC)C(=O)NC1CC(=O)N(c2ccc(OC)cc2)C1 (configuration not stated),4%,6%,1,1%,2%,-13,-0.7%,0,3%,0,6%
O=C(CSc1ccccn1)Nc1ccc(F)c([N+](=O)[O-])c1,5%,u,2,-1%,-3%,22,0.2%,1,3%,-13,9%
COC(=O)c1cccn(CC(=O)c2ccc(Cl)cc2)c1=O,9%,1%,-2,1%,-1%,22,0.1%,-10,7%,0,1%
CCCCOc1ccc(C(=O)NCC(=O)NCC(c2ccc(OC)cc2)N2CCCC2)cc1 (configuration not stated),x,-16%,x,x,0%,9,-0.9%,6,-13%,-2,-1%
CCc1noc(C)c1C(=O)Oc1ccc(N(C)S(=O)(=O)c2ccccc2)cc1,x,6%,x,x,-13%,2,0.4%,7,-13%,-3,-3%
COc1ccc(S(=O)(=O)NCc2cccnc2)cc1C(=O)NC1CCCCC1,-2%,-3%,0,-4%,6%,19,-4.3%,-5,-5%,14,0%
Cc1ccccc1NC(=S)NC1CCCC1,-3%,u,0,3%,2%,0,0.0%,-4,1%,2,0%
O=C(c1ccc(Cl)c([N+](=O)[O-])c1)N1CCN(c2ccccc2)CC1,1%,-1%,-1,0%,-19%,11,-0.2%,10,-14%,10,0%
COc1cc(C)c(Br)cc1S(=O)(=O)NCCCN1CCOCC1,13%,-12%,1,3%,5%,-8,-0.6%,2,-5%,5,-5%
COC(=O)c1ccc(S(=O)(=O)N(CCO)Cc2ccccc2)n1C,-1%,-8%,7,1%,6%,32[activator],-0.5%,-7,5%,-5,0%
COc1cc2c(cc1OC)C(C)N(C(=O)Nc1cc(C)cc(C)c1)CC2 (configuration not stated),x,u,1,0%,u,-16,0.1%,7,4%,2,-1%
NS(=O)(=O)c1ccc(NC(=O)COc2cccc3ccccc23)cc1,5%,u,2,6%,11%,1,-0.5%,-42,-5%,-13,1%
COC(=O)c1sc(-c2cccs2)cc1NC(=O)/C=C/C(=O)O,8%,u,28,x,-12%,-13,0.1%,-6,-30%,5,-3%
CN(Cc1ccccc1)C(=O)C1CCN(Cc2ccc(F)cc2)CC1,2%,-2%,-2,-1%,1%,-5,0.1%,41,-6%,-35,7%
O=C(CCN1C(=O)c2ccccc2C1=O)NCc1ccc(Cl)cc1,-11%,8%,3,1%,6%,10,-0.6%,-19,-4%,3,-1%
O=C(CSc1n[nH]c(-c2cccs2)n1)N1CCCCC1,x,u,x,x,-19%,-10,-0.3%,-3,21%,-1,0%
Cc1cccc(N2CCN(C(=O)C(C)n3nc(C)n4c(cc5occc54)c3=O)CC2)c1C (configuration not stated),-4%,14%,-2,1%,-5%,-2,-0.1%,-1,-7%,3,-2%

# An excerpt from above in order of SMILES length, ascending.
SMILES,PKM2 act,BCR signal inh,FBPA coupling cs,GALK inhibitor,uPA generation,Giardia killer,B2AR arrestin,hERG WT inh,Eya2 phos inh,KCNH2 3.1 block,USP2a block
O=C(CSc1n[nH]c(-c2cccs2)n1)N1CCCCC1,x,u,x,x,-19%,-10,-0.3%,-3,21%,-1,0%
COc1cc(C)c(Br)cc1S(=O)(=O)NCCCN1CCOCC1,13%,-12%,1,3%,5%,-8,-0.6%,2,-5%,5,-5%
CN(Cc1ccccc1)C(=O)C1CCN(Cc2ccc(F)cc2)CC1,2%,-2%,-2,-1%,1%,-5,0.1%,41,-6%,-35,7%
COC(=O)c1sc(-c2cccs2)cc1NC(=O)/C=C/C(=O)O,8%,u,28,x,-12%,-13,0.1%,-6,-30%,5,-3%
NS(=O)(=O)c1ccc(NC(=O)COc2cccc3ccccc23)cc1,5%,u,2,6%,11%,1,-0.5%,-42,-5%,-13,1%
COc1cc2c(cc1OC)C(C)N(C(=O)Nc1cc(C)cc(C)c1)CC2 (configuration not stated),x,u,1,0%,u,-16,0.1%,7,4%,2,-1%
Cc1cccc(N2CCN(C(=O)C(C)n3nc(C)n4c(cc5occc54)c3=O)CC2)c1C (configuration not stated),-4%,14%,-2,1%,-5%,-2,-0.1%,-1,-7%,3,-2%

# Compound activity deposited in PubChem by National Center for Advancing Translational Sciences (NCATS).

# An unsorted share of the library; about 2.4% have a hit in one of these screens.
